# Screening results deposited in PubChem by National Center for Advancing Translational Sciences (NCATS).
# Nrf2 activator: activates Nrf2 signaling; AREc32 ARE-luciferase reporter (MCF7-derived line), luminescence, 24 h; Potency, µM (titrated, usually from 46.1 µM), for the others: at the highest dose activation, actives largely listed as activators; 410,000 tested, 0.31% active; AID 624171; further: potency means the concentration at half of the fitted maximal effect; % of control where 0% means no effect; nearly all actives have a fitted effect of over 65% in size
#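 Luciferase luminescence (Steady-Glo, 30 min at room temperature) served as the read-out of ARE activation in AREc32 cells treated with compounds for 24 hr at 37 deg C.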
# ATXN2 expr inh: ATXN2 expression inhibition; AID 1745845; 360,000 tested, 0.72% active; Potency, µM (series often up to 57 µM), for the others: at the highest dose activity change, negative = inhibition, usual class: inhibitors; HEK-293 ATXN2-luciferase reporter, luminescence, 24 h; further: potency means the concentration at half of the fitted maximal effect; on the % scale 0 is the no-effect control and ±100 the full control effect; nearly all actives have a fitted effect of over 55% in size
#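 qHTS (up to 57 uM final) was run with 24 h compound exposure of reporter cells at 37 °C. Each well was multiplexed: SteadyGlo luminescence measured ATXN2-luciferase expression after a fluorogenic Gly-Phe-AFC viability readout (25 uM final).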
# HepG2 viability: kills HepG2 cells in TGF-b inhibitor counter-screen | HepG2 CAGA-GFP viability, ATP luminescence, 18 h | Potency, µM (titrated, usually from 46.1 µM), inactives show at the top dose activity change, negative = cytotoxicity, usual class: cytotoxic | 410,000 tested, 0.76% active; further: potency means the concentration at half of the fitted maximal effect; some results filed as inactive show a strong effect at the top dose
#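 CellTiter-Glo luminescence gave cytotoxicity after 18 hours at 37 degrees C. The cells were HepG2 CAGA-GFP in 1% FBS DMEM, stimulated with 500 pg/mL TGF-beta after compound addition. %Activity was normalised to no-cell wells (complete cell-killing) and DMSO (no toxicity), and curves were fitted and classified.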
# Nrf2 block: Nrf2 pathway inhibition. Potency, µM (highest dose often 46 µM), inactives show top-dose activity change, negative = inhibition, most hits filed as inhibitors. 360,000 tested, 2.1% active. A549 ARE-Fluc reporter, luciferase luminescence, 18-24 h; further: potency means the concentration at half of the fitted maximal effect; on the % scale 0 is the no-effect control and ±100 the full control effect; nearly all actives have a fitted effect of over 60% in size
#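 Concentration-response testing used A549 ARE_Fluc cells at 5000 cells/well. Following an 18-24 h compound incubation, viability was read by fluorescence (Ex 405/Em 525) and luciferase output by luminescence.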
# TGFb inhibitor: inhibitors of TGF-b signaling. 410,000 tested, 1.2% active. Potency, µM (top dose mostly 46.1 µM), inactives show at the highest dose activity, negative = inhibition, usual class: inhibitors. HepG2 CAGA-GFP TGF-b/SMAD3 reporter, GFP fluorescence, 18 h; TGF-beta stimulated, 500 pg/mL final; further: potency means the concentration at half of the fitted maximal effect; on the % scale 0 is the no-effect control and ±100 the full control effect; nearly all actives have a fitted effect of over 65% in size
#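 First, reporter cells (HEPG2 CAGA-GFP) rested 2 h at 37 degrees C. Next, compounds were pinned in and TGF-beta added to 500 pg/mL final. After 18 h, GFP was imaged per cell and summed per well.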
# S2 tox: viability counter-screen for ATXN expression inhibitors | S2 cells (HEK-293 line with an ATXN2-luciferase reporter) viability, CellTiter-Fluor protease fluorescence, 24 h | Potency, µM (highest dose often 56.7 µM), usual class: cytotoxic | 400,000 tested, 0.49% active | AID 651635; further: potency means the concentration at half of the fitted maximal effect; nearly all actives have a fitted effect of over 40% in size
# MCF10A rerep: inducers of DNA re-replication in MCF 10A breast cells. MCF 10A DNA re-replication, Hoechst nuclear intensity, 48 h. 350,000 tested, 2.9% active. Potency, µM (highest dose often 46.1 µM), for inactives: at the highest dose activity, positive = re-replication, hits mostly activators; further: potency means the concentration at half of the fitted maximal effect; % of control where 0% means no effect; nearly all actives have a fitted effect of over 50% in size
# A549 viability: A549 cytotoxicity, counter-screen for Nrf2 inhibitors | A549 ARE-Fluc cells, CellTiter-Fluor viability, 18-24 h | Potency, µM (highest dose often 46 µM), without a hit: top-dose activity change, negative = cytotoxicity, actives largely listed as inhibitors | 390,000 tested, 0.16% active | AID 504648; further: potency means the concentration at half of the fitted maximal effect; on the % scale 0 is the no-effect control and ±100 the full control effect
#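 Cytotoxicity counterscreen: CellTiter-Fluor fluorescence was measured in A549 ARE_Fluc cells after 18-24 h of compound exposure in a concentration series. The subsequent BugLite luminescent read reports ARE-luciferase activity.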
# IL1B secr inh: inflammasome signaling inhibition, IL-1 beta readout | activity change, % at 57.5 µM | 360,000 tested, 4.7% active | THP-1 LPS/ATP IL-1B secretion, AlphaLISA, 16 h; active compounds read low | AID 743279; in the data active means activity change below about -50%; inconclusive means mostly about -30% to -49%; further: on the % scale 0 is the no-effect control and ±100 the full control effect
#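 THP-1 cells pretreated 1 hr with compounds (up to 57.5 uM final), then stimulated with LPS (250 ng/mL final) plus ATP (1.25 mM final); secreted IL-1B measured by AlphaLISA after 16 hr, decreased signal indicating inhibition.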
# * marks the source's active call; other numbers are inactive results; i = inactive; u = inconclusive; x = not tested or not shown; & = joins results of further samples; [ ] = remark or other dose. Unless noted, the call rests on the fitted dose curve; in most records, active means well fitted curve in the direction sought with a large enough effect; inconclusive means small, poorly fitted or top-dose-only effect, or another doubt; inactive means no such curve, though single readings can be large; an effect the other way counts as inactive or inconclusive.
SMILES,Nrf2 activator,ATXN2 expr inh,HepG2 viability,Nrf2 block,TGFb inhibitor,S2 tox,MCF10A rerep,A549 viability,IL1B secr inh
Cc1cc(C)c2sc(N3CCN(C(=O)c4ccc(N(C)C)cc4)CC3)nc2c1,0.5%,-25%,-13%,x,-3%,i,x,-12%,x
O=C(CNC(=S)NC(=O)c1cccc([N+](=O)[O-])c1)c1ccccc1,0.6%,-30%[11.3 µM],-37%,u,-15%,i,32%,3%,-14
Cc1cc(NC(=O)C(C)SCC(=O)N(C)Cc2c(F)cccc2Cl)no1 (stereo not given),-0.5%,-5%,8%,-2%,-3%,i,6%,-8%,9
Nc1nc(-c2ccccc2)cc(N2CCCCC2)n1,-0.7%,7%,-13%,7%,-19%,u,u,-30%,75
O=C(Nc1ccc(C2=NCCN2)cc1)c1ccc(C(=O)Nc2ccc(C3=NCCN3)cc2)c([N+](=O)[O-])c1,-1.6%,-9%,27%,-9%,4%,i,u,-3%,-6
Cc1ccc(C(=O)c2cccc(N)c2)cc1C,-1.8%,x,-4%,5.8µM*,2%,i,11%,0%,-1
O=C(c1cnn(-c2ccc(F)cc2)c1-n1cccc1)N1CCN(c2ccc(Cl)cc2)CC1,0.2%,6%,-1%,9%,1%,i,x,-1%,x
Cc1ccc(-n2c3c(cc(C(=O)O)c2=O)C(=O)CC(C)(C)C3)cc1,1.6%,-9%,-3%,-1%,-5%,i,-1%,-4%,11
CCCn1c(SCC(=O)NC2CCCCC2)nnc1C1CC1,0.1%,0%,0%,0%,16%,i,-13%,7%,i
CC(C)(C)c1ccc(C(=O)N2CCC(C(=O)NCC3CCCO3)CC2)cc1 (stereo not given),-0.3%,26%,-9%,27%,7%,i,6%,-5%,9
O=C(COC(=O)c1cc([N+](=O)[O-])ccc1N1CCOCC1)NC1CCS(=O)(=O)C1 (stereo not given),-0.4%,7%,-1%,-1%,-22%,u,2%,-20%,6
O=C(CSc1ccc(-c2ccncc2)nn1)N1CCCCC1,0.2%,2%,1%,u,4%,i,3%,0%,42
CCSc1nc(O)c(C2OC(=O)c3c2ccc(OC)c3OC)c(=O)n1-c1ccccc1 (stereo not given),0.3%,3%,5%,8%,-7%,i,4%,6%,-10
CC1Oc2ccccc2C=C1/C=N/NC(=O)c1ccccc1O (stereo not given),4.0%,24%,-77%,3%,u,i,u,-1%,u
O=C(CO/N=C/c1ccc(Cl)cc1Cl)NNC(=O)c1cccc(Cl)c1,3.0%,-3%,-21%,-1%,-21%,i,u,-14%,x
CCOc1ccccc1/C=N/n1c(COc2ccccc2)n[nH]c1=S,2.2%,x,-10%,x,0%,i,8%,1%,50
O=C(CSc1nc2ccccc2c(=O)n1CCCO)NCc1ccccc1,-0.5%,6%,-6%,-4%,0%,i,-9%,-6%,2
Fc1ccccc1N1CCN(Cc2cc(-c3ccccc3)on2)CC1,0.0%,-10%,-3%,7%,0%,i,0%,4%,u
CCOC(=O)C1=C(O)CSC1=Nc1cccc2ccccc12,8.6%,-15%,7%,-18%,-4%,i,3%,9%,-1
c1ccc(-c2nc(NCC3CCCO3)c3oc4ccccc4c3n2)cc1 (stereo not given),3.3%,0%,-2%,-15%,21%,i,u,-5%,4
CC(=O)Nc1ccc(/C=C/c2ccc3cccc([N+](=O)[O-])c3n2)cc1,u,1%,-23%,5%,-13%,i,16%,u,-8
CCC(=O)N1CCCC1(C)C(=O)Nc1ccc(OC(F)F)cc1 (stereo not given),-1.1%,15%,4%,x,5%,i,x,x,11
Cc1ccc(S(=O)(=O)Nc2ccc(NC(=O)c3ccc(F)cc3)cc2)cc1,-0.2%,x,1%,3%,-7%,i,0%,5%,-11
Cc1ccc(Nc2nc3ccccc3c(=O)[nH]2)cc1C,3.0%,19%,11%,-1%,4%,i,16%,-6%,14
CCc1ccc(-c2cc(C)no2)cc1S(=O)(=O)N1CCN(c2ccc(OC)cc2)CC1,-0.5%,-22%,-11%,u,u,i,11%,7%,-2

# Reprinted from the part before: six compounds, then new ones.
SMILES,Nrf2 activator,ATXN2 expr inh,HepG2 viability,Nrf2 block,TGFb inhibitor,S2 tox,MCF10A rerep,A549 viability,IL1B secr inh
c1ccc(-c2nc(NCC3CCCO3)c3oc4ccccc4c3n2)cc1 (stereo not given),3.3%,0%,-2%,-15%,21%,i,u,-5%,4
CC(=O)Nc1ccc(/C=C/c2ccc3cccc([N+](=O)[O-])c3n2)cc1,u,1%,-23%,5%,-13%,i,16%,u,-8
CCC(=O)N1CCCC1(C)C(=O)Nc1ccc(OC(F)F)cc1 (stereo not given),-1.1%,15%,4%,x,5%,i,x,x,11
Cc1ccc(S(=O)(=O)Nc2ccc(NC(=O)c3ccc(F)cc3)cc2)cc1,-0.2%,x,1%,3%,-7%,i,0%,5%,-11
Cc1ccc(Nc2nc3ccccc3c(=O)[nH]2)cc1C,3.0%,19%,11%,-1%,4%,i,16%,-6%,14
CCc1ccc(-c2cc(C)no2)cc1S(=O)(=O)N1CCN(c2ccc(OC)cc2)CC1,-0.5%,-22%,-11%,u,u,i,11%,7%,-2
CC(C)Cn1c2c(c(O)c(C(=O)Nn3c(Cc4ccccc4)nc4ccccc4c3=O)c1=O)CCCC2,-0.7%,-19%,-9%,u,9%,i,12%&-6%,-7%,23
COc1cccc(NC(=O)CCNC(=O)c2ccccc2Cl)c1,2.0%,-11%[11.3 µM],2%,-10%,21%,i,-8%,-1%,-17
CC(C)C(=O)N1CCC2(CC1)Oc1ccc(F)cc1C(=O)C21CC(c2ccc(Cl)cc2)=NO1 (stereo not given),1.3%,-21%,-3%,-8%,12%,i,0%,-5%,-67*
CCOc1ccc(C2C(C(=O)c3ccco3)=C(O)C(=O)N2Cc2cccnc2)cc1OC (stereo not given),0.1%,0%,2%,-3%,17%,i,-22%,-8%,-5
Cc1cccc(CSc2[nH]c(=O)ncc2C)c1,1.6%,x,35%,0%,32%[activator],i,10%,1%,-8
C=CCNC(=O)COC(=O)c1ccc(Cl)c(S(=O)(=O)N(Cc2ccccc2)c2ccccc2)c1,-1.1%,1%,-8%,3%,-6%,i,u,-12%,12
COC(=O)c1ccc(NC(=O)Nc2ccc([N+](=O)[O-])cc2)cc1,0.5%,x,3%,-2%,-16%,u,8%,0%,u
O=C(CN1CCN(C(=O)c2c(F)cccc2F)CC1)Nc1ccccc1C(F)(F)F,-0.5%,x,-32%,3%,-12%,x,u,1%,-4
O=C(O)c1ccc(N2CCN(C(c3ccccc3)c3ccccc3)CC2)c([N+](=O)[O-])c1,2.7%,1%,-15%,1%,3%,i,-2%,-4%,17
COC(=O)c1nnn(-c2nonc2N)c1CN1CCCC1,0.3%,7%,-2%,-9%,9%,i,3%,3%,4
CC(C)(C)C(=O)NCCc1nc2ccccc2n1CC(=O)c1ccc(Cl)cc1,-0.5%,-31%,-25%,13%,-9%,u,6%,1%,-21
CCN(CC)S(=O)(=O)c1ccc(O)c(C(=O)OCC(=O)N2c3ccccc3CC2C)c1 (stereo not given),-0.6%,16%,17%,-7%,5%,i,8%,-6%,-5
Cc1ccccc1C1NC(=O)c2ccccc2O1 (stereo not given),-0.2%,x,4%,-2%,17%,i,0%,6%,-13
COc1ccc2c3c([nH]c2c1)[C@H]1C[C@H]2[C@H](C[C@@H](O)[C@H](OC)[C@H]2C(=O)O)CN1CC3,-0.8%,-31%,3%,x,23%,i,u,-4%,-82*
CCC(C)(C)NC(=O)C(c1ccc(F)cc1)N(Cc1cccs1)C(=O)c1cnccn1 (stereo not given),0.4%,-11%,-3%,-9%,-7%,i,19%,-13%,-21
Cn1cnnc1Sc1ccc(C(=O)NCCC23CC4CC(CC(C4)C2)C3)cc1[N+](=O)[O-],-0.5%[9.22 µM],-1%,-19%,19%,u,i,28%,22%,9
COc1cccc(N2CCN(c3ncc4c(n3)CCN(Cc3ccc(Br)cc3)C4)CC2)c1,0.1%,-25%,-24%,x,u,i,x,-15%,x
CC1(C)Cc2ccccc2C2CC(O)C(=O)N21 (stereo not given),0.0%,-4%,0%,-8%,114%[activator],i,-6%,-3%,-1
CCN(C(=O)CSc1ccc2ccccc2n1)C1CCS(=O)(=O)C1 (stereo not given),-0.5%,4%,-1%,-24%,2%,i,-10%,6%,-13
O=C(Cn1c(=O)n(-c2ccc(F)cc2)c(=O)c2sc3ccccc3c21)NC1CCCC1,0.1%,-10%,-1%,-19%,u,i,x,-14%,x
O=C(O)CCCc1c(-[n+]2ccccc2)[nH]c2ccccc12,0.5%,x,-10%,0%,0%,i,4%,-9%,-4
O=C(CSc1nncs1)NC(=O)NCc1ccccc1,0.5%,1%,10%,6%,-6%,i,0%,23%,28
CCC1CCCCN1Cc1ccc(OC)c(OC)c1 (stereo not given),0.1%,8%,12%,x,-8%,i,-3%,-6%,-11
CCOc1ccc(S(=O)(=O)NCCC(=O)NCc2ccncc2)cc1,0.3%,-5%,-13%,14%,-17%,i,1%,0%,9
CCN1CCN(C(c2cccc(OC)c2OC)c2nnnn2Cc2ccco2)CC1 (stereo not given),-0.2%,-5%[11.3 µM],5%,25%,12%,i,-2%,-1%,-1
COc1cc2c(cc1OC)CN(C(=O)CSc1nnc(C)s1)CC2,-0.3%,-7%,-9%,-9%,5%,i,-1%,-7%,6
COc1ccc(OCC(NS(=O)(=O)c2ccc(-n3cnnn3)cc2)C(C)C)cc1 (stereo not given),-0.4%,3%,-7%,-6%,1%,i,-2%,0%,6
Cn1c2ccccc2c(=O)c2c(O)cccc21,-0.1%,7%,-6%,28%,-7%,i,1%,20%,-9
Cc1ccc(S(=O)(=O)NCC(NCc2ccc(F)cc2)c2ccccc2)cc1 (stereo not given),0.0%,-3%,-6%,u,-4%,u,11%,-18%,2

# Hits appear at their usual frequency; overall some 8.8% were active at least once.
